# Assay outcomes deposited in PubChem by several laboratories.
# KLF5 inhibitor: suppresses KLF5 promoter-driven expression; DLD-1 KLF5 promoter-luciferase reporter, luminescence; inhibition, % at 5 µM; 290,000 compounds, 0.23% hits; AID 1700;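 active means inhibition above a per-plate limit of that plate's mean compound inhibition plus 3 SD, cut at about 60% in these data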;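 further: 0% = DMSO wells and 100% = LY294002 at 200 µM; higher means less KLF5 promoter-driven luciferase light; inactives centre near -14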
# HIF act: HIF pathway transcriptional activation. U2OS HRE-luciferase reporter, luminescence; normalized: DMSO 0%, desferrioxamine 100%. activation, % at 7.5 µM (by protocol). 300,000 compounds, 0.32% hits. AID 1910;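 active means mean activation of at least 10% of the iron chelator positive control signal, with at least half of replicates also reaching 10%; inconclusive means mean and replicate majority disagree about reaching 10%; inactive means mean and most replicates under 10%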
# HSF-1 act: increases HSF-1 driven luciferase reporter signal | 300,000 compounds, 1.7% hits | NIH3T3-HGL HSF-1 luciferase reporter, MG132, 8 h; 100% = twice DMSO control signal | activation, % at 9 µM | AID 504408;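 active means mean replicate activation of at least 50% with a set share of replicates each reaching 50%; inconclusive means only one of those two conditions met; inactive means mean below 50% and too few replicates reaching it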;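 further: 0% = median of the neutral control wells and 100% = twice that signal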
# Platelet DG rel: platelet dense granule release activity. human platelet-rich plasma, SFLLRN dense granule ATP release, luminescence. inhibition, %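 (compounds screened at 7.5 µM in platelet-rich plasma)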. 300,000 compounds, 0.22% hits;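 active means mean replicate score, as percent of positive control, at or above 50; inconclusive means mean below 50 but at least one replicate at or above 50; inactive means mean and every replicate below 50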
# AI-2 QS modul: Vibrio harveyi AI-2 quorum sensing modulation; 300,000 compounds, 0.4% hits; activity change, % at 7.5 µM; Vibrio harveyi JMH597 AI-2 luminescence/OD600 ratio, 9 h; active compounds read low; strain lacks LuxN and CqsS sensors; 0 = neutral-control median; AID 2094; in the data active means activity change below about -75%, passing the limit was not always enough; inconclusive means no clear call, values can overlap the other calls;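 further: luminescence divided by OD600 gain over 9 h not by final OD600 alone; inactives centre near 13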
# IEC-6 cytotox: IEC-6 cytotoxicity, counter-screen for KLF5 inhibitors | luminescence viability | inhibition, % at 5 µM | 290,000 compounds, 0.78% hits | AID 1825; in the data active means inhibition above about 22%;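 further: 0% = plate median of test compound wells and 100% = cytotoxic reference compound wells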
# HSF1 inh: HSF1 inhibition. AID 2098. activity change, negative = inhibition, % at 7.5 µM (by protocol). 300,000 compounds, 0.77% hits. NIH3T3-HGL HSE-luciferase, MG132-induced, luminescence 8 h; active compounds read low;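 active means more than half of replicate wells show activity change below -50%, luminescence cut by over half; inconclusive means some wells, but at most half, below -50%; inactive means no replicate well below -50%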;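 further: luciferase reports HSF-1 transcriptional activity via heat shock element; 0% = median of DMSO wells and -100% = zero luminescence signal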
# aSyn UTR inh: 5' untranslated region of α-synuclein, MLPCN primary screen | alpha-synuclein 5'UTR reporter, inhibitor activity | inhibition, % (tested at 7.5 µM) | 300,000 compounds, 0.82% hits; in the data active means inhibition above about 60%; inconclusive means no clear call, values can overlap the other calls;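 further: H4 neuroglioblastoma cells stably carrying SNCA 5'UTR luciferase fusion; 0% = DMSO wells and 100% = positive control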
# HSP90 refold inh: HSP90 refolding inhibition in rabbit reticulocyte lysate | luciferase refolding luminescence, 3 h | inhibition, % at 5.6 µM | 290,000 compounds, 0.91% hits | AID 1789;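 active means inhibition above the screen-wide mean plus 3 SD, computed separately per campaign, cut at about 16% in these data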;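 further: 0% = DMSO wells and 100% = 60 µM geldanamycin wells; inhibitors lower the luminescence because luciferase stays unfolded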
# HDAC3 inh: blocks human histone deacetylase 3. inhibition, % at 8.3 µM. 320,000 compounds, 0.15% hits. recombinant HDAC3, fluorogenic peptide/trypsin coupled, fluorescence; in the data active means inhibition above about 26%, passing the limit was not always enough; inconclusive means no clear call, values can overlap the other calls
# Target sequence (O15379 whole entry, looked up): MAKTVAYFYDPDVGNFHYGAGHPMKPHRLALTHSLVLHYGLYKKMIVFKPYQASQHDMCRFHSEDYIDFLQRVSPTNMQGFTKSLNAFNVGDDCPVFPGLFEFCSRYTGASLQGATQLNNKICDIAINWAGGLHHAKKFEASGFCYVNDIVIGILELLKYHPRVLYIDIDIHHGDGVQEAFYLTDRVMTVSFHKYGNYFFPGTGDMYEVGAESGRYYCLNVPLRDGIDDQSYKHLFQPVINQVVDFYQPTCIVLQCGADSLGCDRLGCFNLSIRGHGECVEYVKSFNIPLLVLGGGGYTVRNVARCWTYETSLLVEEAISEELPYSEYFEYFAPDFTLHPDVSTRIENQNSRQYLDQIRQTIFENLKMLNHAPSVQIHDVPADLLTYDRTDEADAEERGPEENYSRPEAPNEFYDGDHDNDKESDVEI
# * = called active by the depositor; ? = inconclusive; / = not tested or not shown.
SMILES,KLF5 inhibitor,HIF act,HSF-1 act,Platelet DG rel,AI-2 QS modul,IEC-6 cytotox,HSF1 inh,aSyn UTR inh,HSP90 refold inh,HDAC3 inh
C[C@@H](NC(=O)[C@@H]1Cc2ccccc2CN1)C(=O)Nc1ccc2c(c1)OCCO2,-77,2.4,-32,-5,-21,-2,-25,-5,-1,-10
COc1cccc(/C=C/C(=O)OCC(=O)N2CCN(S(=O)(=O)c3ccc(Cl)cc3)CC2)c1,-3,-0.8,-11,1,-6,6,0,-8,5,-5
O=C(CN1CCCN(S(=O)(=O)c2ccc(Br)s2)CC1)Nc1ccc(Cl)cc1,-18,-0.2,17,-4,29,2,7,2,4,0
CCC(=O)N1CCN(c2ccc(Cl)cc2NC(=O)c2ccc(N3CCCC3)c([N+](=O)[O-])c2)CC1,-12,-1.1,-12,6,19,3,12,5,0,1
CC1(C)CC(=O)c2cnc(NC(=O)CCc3ccccc3)nc2C1,1,-1.5,-10,-1,-6,-1,-4,6,-1,1
CC(C)c1ccc(NC(=O)C2CCN(S(C)(=O)=O)CC2)cc1,-13,0.4,6,-20,17,3,-4,-1,2,4
CCn1c(SCc2ccc(C#N)cc2)nnc1-c1ccc(S(=O)(=O)N2CCCCC2)cc1,-21,-0.4,25,5,-55,2,16,23,0,9
CCCCn1c(N)c(N(CC(C)C)C(=O)CCC2CCCCC2)c(=O)[nH]c1=O,-26,-0.5,16,15,11,1,15,15,3,-3
Cc1cccc(NC(=O)c2oc3c(c2C)C(=O)CC(C)(C)C3)n1,-38,1.1,5,2,24,2,4,-83,5,2
CC(/C=C/c1ccccc1)=N\NC(=O)c1cc(C)nc2ccccc12,40,1.2,20,-1,27,40*,2,-29,3,-1
Cc1c(C)n(CCC(=O)O)c2ccccc12,-9,-0.3,11,-3,7,-1,2,-11,6,2
CC(C)C(=O)NC(=S)Nc1ccc(CN2CCOCC2)cc1,-27,0.3,3,0,14,1,2,-32,0,7
O=C(NCCc1ccccc1)c1c[nH]c2c(F)cccc2c1=O,-66,1.9,5,-7,22,-7,11,-94,-6,2
O=C(N=C1SC2CS(=O)(=O)CC2N1Cc1ccccc1)C1CCCO1 (stereo unspecified),-14,0.5,1,7,-1,-2,0,-10,0,-1
Cc1cc(C)cc(C(=O)NCC(=O)OCC(=O)N(C)C2CCS(=O)(=O)C2)c1 (stereo unspecified),-19,-0.5,-2,-10,-15,0,8,-11,2,2
COc1cccc(/C=C/C(=O)Nc2ccc3nc4n(c(=O)c3c2)CCCC4)c1OC,-22,0.5,4,4,3,4,-4,-20,3,-9
Cc1ccc(S(=O)(=O)N2CCN(C(=O)c3sccc3-c3ccccc3)CC2)cc1,-13,-0.3,7,-9,29,-2,0,0,-2,13
COc1cc(C)c(CN2CCC(Oc3ccc(C(=O)N4CCCC4)cc3)CC2)cc1C,-5,0.1,4,4,13,1,-1,-42,-2,3
CCCCn1c(N)c(N(CC(C)C)C(=O)CC2OC(=O)c3ccccc32)c(=O)[nH]c1=O (stereo unspecified),/,-0.5,20,-18,9,/,-2,-9,/,-5
Cc1ccccc1OCC(=O)Nc1ccc(N2CCN(S(C)(=O)=O)CC2)cc1,-17,-0.1,39,1,15,-4,5,11,1,-3
CCOc1ccc(N(CC(=O)NN=C2CCN(C)CC2)S(C)(=O)=O)cc1,-4,0.1,11,1,35,-2,8,-2,-1,-4
CCOc1ccc(C(C(=O)NCCOC)N(CCOC)C(=O)CCC(=O)Nc2ccccn2)cc1 (stereo unspecified),-3,0.2,20,5,7,2,3,-6,-1,0
Cc1cc(-c2n[nH]c(=S)n2/N=C/c2cccs2)n[nH]1,-26,-0.2,26,6,1,6,-6,-12,-5,10
Fc1ccc(OCCCCCN2CCCC2)cc1,-29,-0.3,-34,0,3,-6,-18,10,1,4
CCN(CC)CCN1C(=O)C(=O)/C(=C(/O)c2ccc(S(=O)(=O)N3CCOCC3)cc2)C1c1ccc(C(C)C)cc1 (stereo unspecified),-12,-0.1,-15,18,14,-6,-7,-7,-3,-4
CN(C(=O)c1ccc(COc2ccccc2Br)o1)c1ccccc1,-10,0.3,32,-5,24,1,25,-17,3,6
Cc1ccc(-c2nc3ncccn3c2Nc2ccc3c(c2)OCCO3)o1,-47,2.6,35,2,27,-1,14,-32,-3,4
C[C@@H](CO)NC(=O)c1ccc2c3n(nc2c1)-c1ccc(Cl)cc1CO3,/,3.6,26,8,11,/,15,-192,/,1
CC(C)(C)c1[nH]nc2c1C(c1ccncc1)C(C#N)=C(N)O2 (stereo unspecified),-19,-0.6,11,9,5,-2,1,1,-2,-5
Cc1ccc(CN2CCNC(=O)C2CC(=O)NCCCn2cccn2)o1 (stereo unspecified),-36,0.1,3,-6,-6,-2,-2,-40,3,-2
COc1ccc(CCC(=O)Nc2ccc(N3CCOCC3)cc2)cc1,-17,-0.2,-16,/,11,-2,-5,-3,-1,2
CSc1ncc(Sc2ccccc2)c(C(=O)O)n1,/,-0.2,22,0,22,/,-4,9,/,5
CC(=O)c1c(C)[nH]c(C(=O)OCC(=O)NCCc2ccc(F)cc2)c1C,-19,-0.1,11,-1,12,-4,-2,-8,2,16
Cc1ccc(/C=C2/NC(=O)[C@H](C)NC2=O)cc1,-43,1.8,-5,-2,2,2,-4,-4,7,-3
COC(=O)C1=C(C)NC(=O)/C1=C\N(C)C,-18,0.1,-5,5,-8,-7,-3,8,2,4
O=C(O)c1ccccc1CSc1nc2ccccc2[nH]1,-69,0.4,13,-22,6,0,5,-1,3,3

# Reprinted at random: 2 entries already listed.
SMILES,KLF5 inhibitor,HIF act,HSF-1 act,Platelet DG rel,AI-2 QS modul,IEC-6 cytotox,HSF1 inh,aSyn UTR inh,HSP90 refold inh,HDAC3 inh
COC(=O)C1=C(C)NC(=O)/C1=C\N(C)C,-18,0.1,-5,5,-8,-7,-3,8,2,4
Cc1ccc(S(=O)(=O)N2CCN(C(=O)c3sccc3-c3ccccc3)CC2)cc1,-13,-0.3,7,-9,29,-2,0,0,-2,13

# Continuation:
SMILES,KLF5 inhibitor,HIF act,HSF-1 act,Platelet DG rel,AI-2 QS modul,IEC-6 cytotox,HSF1 inh,aSyn UTR inh,HSP90 refold inh,HDAC3 inh
COc1ccc(-c2noc(CCC(=O)N3CCN(c4cccc(C(F)(F)F)c4)CC3)n2)cc1,-31,-0.5,4,-3,37,-2,6,19,-1,2
CC(C)(C)c1ccc(-c2ccc3c(c2)S(=O)(=O)c2ccccc2C3=O)cc1,/,0.1,6,-1,1,/,2,21,/,0
CCOC(=O)c1sc2nc(CN3CCN(c4cccc(C(F)(F)F)c4)CC3)[nH]c(=O)c2c1C,-5,0.1,18,-10,-7,5,-1,-7,2,-3
CC1CCCN(S(=O)(=O)c2ccc(-c3ccc(=O)[nH]n3)o2)C1 (stereo unspecified),8,0.1,11,-13,13,3,-4,5,1,5
CCC(C)NS(=O)(=O)c1ccc(OCC(=O)NCc2cccnc2)cc1 (stereo unspecified),-4,0.0,-5,-1,7,-1,-10,-17,-1,-4
CN(CCNC(=O)c1ccc(N2CCCC2=O)cc1)CCc1ccccc1,-30,-0.1,-14,-1,20,1,-13,-23,-5,-2
Cc1ccc(-n2nnnc2SCC(=O)N2CCN(C(=O)c3ccco3)CC2)c(C)c1,-29,-1.0,4,1,14,6,6,21,3,-2
COc1ccc(-n2cc(CNCCc3nc(C)cc(C)n3)c(-c3ccccc3Cl)n2)cc1,2,-0.3,32,2,26,-2,12,-15,-1,2
Cc1cccc(NC(=S)N(C)C2(c3ccccc3Cl)CCCCC2=O)c1 (stereo unspecified),4,-0.1,9,2,28,1,6,-15,1,2
Cc1cc(C)nc(NS(=O)(=O)c2ccc(NC(=O)CCC(=O)O)cc2)n1,/,-0.4,9,3,8,/,0,-7,/,-2
Cc1cccc(C(C(=O)NC2CCCCC2)N(C(=O)c2csnn2)C2CC2)c1 (stereo unspecified),4,-0.2,-3,-5,-8,-6,-1,2,3,0
CC(C)(C)n1nc2c(c1NC(=O)c1cccc(C(F)(F)F)c1)CS(=O)C2 (stereo unspecified),-16,-14,3,2,20,-5,-1,-9,-2,-8
CCC(=O)Nc1cccc(-c2nnc(-c3ccccc3)o2)c1,/,2.7,22,1,-7,/,15,-201,/,-6
CCC(C)C(=O)Nc1cc(C(=O)OC)ccc1C(=O)OC (stereo unspecified),-55,-0.4,-3,1,27,2,-2,30,-1,-1
CCOC(=O)C1C2C=CC3(CN(Cc4ccccc4)C(=O)C13)O2 (stereo unspecified),-6,-0.7,-20,-1,-1,-2,-2,-9,-4,-4
Cc1cc(C)c2nc(Cl)c(C3NC(=O)c4ccccc4N3)cc2c1 (stereo unspecified),-25,0.2,14,-6,22,0,1,20,-4,1
COc1ccc(/C=C(\C#N)C(=O)Nc2cccc3ncccc23)cc1OC,-18,0.1,15,2,28,-7,10,8,7,3
CC(CN1CCNCC1)(NS(=O)(=O)c1ccccc1)c1ccccc1 (stereo unspecified),-32,0.2,2,-11,21,-4,-7,-19,1,12
Cc1cccc(C2Nc3ccccc3C(=O)N2NC(=O)c2ccc([N+](=O)[O-])cc2)n1 (stereo unspecified),-10,-0.6,-6,13,8,5,-4,19,-6,-4
O=C(NC1CC1)C1CCN(C2CCN(C(=O)c3c(F)cccc3Cl)CC2)CC1,-11,0.0,-1,-3,-3,9,-1,-17,-2,-1
Cc1cccc(C)c1NC(=O)c1cccnc1,-26,-0.5,-76,1,0,-5,-67*,29,-2,3
COc1ccccc1NCC(=O)Nc1cc(S(=O)(=O)N2CCOCC2)ccc1N1CCOCC1,0,-0.7,14,-43,5,-2,-3,-3,-6,4
Oc1ccc2ccccc2c1CN1CCCC1,2,0.5,-9,-1,6,5,-1,4,2,2
CS(=O)(=O)N1CCN(C(=O)c2ccc(Cl)s2)CC1,-40,-0.2,-6,1,8,-3,3,35,-3,1
CCOC(=O)c1cc(-c2nnc(-c3ccc(Oc4ccccc4)cc3)o2)c(C)nc1C,3,0.1,-1,-8,4,0,3,-24,-1,-2
CCOC(=O)/C(=N\Nc1ccccc1)S(=O)(=O)c1ccccc1,-17,0.1,4,8,21,6,5,-6,6,-6
CCCCN(CC)C(=O)c1cc2c(=O)[nH]c3ccc(C)cc3c2s1,-37,0.5,-3,6,8,-3,-1,-1,-1,-8
CN(C)/C=C/C(=O)c1cnc(-c2ccccc2)s1,-29,-0.2,11,2,11,-4,-1,-116,-3,5
O=C1N=C(N2CCCC2)CN1c1ccccc1,-6,-0.6,13,1,24,-4,3,1,0,2
NC(=O)CN(c1ccc(Cl)cc1)S(=O)(=O)c1ccccc1,-5,-0.1,13,1,33,2,8,-2,1,-2
CCCC(=O)c1cn(CC(=O)OC)c2ccccc12,-26,1.0,10,17,13,-5,-11,0,-4,0
CCOC(=O)c1c(C)[nH]c(C(=O)Nc2ccc(C)c(Cl)c2)c1C,-94,3.2,63*,-1,17,6,33,-108,5,3
CN1CCN(NC(=O)C23CC4CC(CC(C4)C2)C3)CC1,14,-0.1,-13,6,17,-4,0,9,0,0
CCOC(=O)C1=C(c2ccccc2)NC(SC)=C(C#N)C1c1ccco1 (stereo unspecified),1,0.1,51*,-14,7,6,30,6,3,?
COc1cccc(C(=O)Nc2cc(C(F)(F)F)ccc2Cl)c1,-13,0.2,6,-4,11,5,-7,-49,-2,0
